Assay outcomes deposited in PubChem by National Center for Advancing Translational Sciences (NCATS).
Pf growth 96h: Primary qHTS for delayed death inhibitors of the malarial parasite plastid, 96 hour incubation | P. falciparum luciferase reporter growth, 96 h | Potency, µM (top dose mostly 28.7 µM), without a hit: at the top dose activity change, negative = inhibition, hits mostly inhibitors | 320,000 tested, 6.9% active
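Infected RBCs, 2% Hct / 0.05% parasitemia final; luciferase-reporter P. falciparum; cpd 96 h, 37 C, 5% CO2; luciferase detection reagent; luminescence.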
Pf growth 48h: Primary qHTS for delayed death inhibitors of the malarial parasite plastid, 48 hour incubation. 310,000 tested, 5.9% active. Potency, µM (series often up to 28.7 µM), without a hit: at the top dose activity change, negative = inhibition, most hits filed as inhibitors. P. falciparum luciferase growth in erythrocytes, 48 h
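Here the parasites carry a stable luciferase gene and grow inside erythrocytes in Albumax-based RPMI medium with compound for one erythrocytic cycle. Activity is scored as loss of luminescent signal.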
LmPK inhibitor: qHTS Assay for Inhibitors of Leishmania Mexicana Pyruvate Kinase (LmPK). Q27686. purified LmPK, Kinase-Glo ATP luminescence, 1 h. Potency, µM (top dose mostly 57.5 µM), for inactives: at the top dose activity change, negative = inhibition, hits mostly inhibitors. 290,000 tested, 0.37% active
Target sequence (Q27686 whole entry, looked up): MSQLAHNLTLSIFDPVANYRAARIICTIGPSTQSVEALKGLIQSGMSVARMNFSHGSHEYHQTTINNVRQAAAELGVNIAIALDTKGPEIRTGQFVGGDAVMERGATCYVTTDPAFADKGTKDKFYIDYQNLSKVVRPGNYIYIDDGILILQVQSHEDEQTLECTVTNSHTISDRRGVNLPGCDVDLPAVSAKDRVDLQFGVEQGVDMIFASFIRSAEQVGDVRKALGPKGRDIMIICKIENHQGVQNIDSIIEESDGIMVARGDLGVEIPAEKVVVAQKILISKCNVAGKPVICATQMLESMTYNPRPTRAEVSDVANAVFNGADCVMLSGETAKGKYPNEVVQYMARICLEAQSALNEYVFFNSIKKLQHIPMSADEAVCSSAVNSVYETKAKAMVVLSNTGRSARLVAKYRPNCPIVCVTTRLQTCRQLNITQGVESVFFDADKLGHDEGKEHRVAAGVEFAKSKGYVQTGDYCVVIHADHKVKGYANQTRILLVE
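In 50 mM imidazole pH 7.2 with 7 mM MgCl2, LmPK (0.1 nM) turned over PEP (0.5 mM) and ADP (0.1 mM) for 1 h at room temperature. Luciferase read-out of ATP.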
Sm TGR inh: qHTS Assay for the Inhibitors of Schistosoma Mansoni Peroxiredoxins. Schistosoma mansoni thioredoxin glutathione reductase (TGR), Q962Y6. purified TGR, DTNB reduction, TNB absorbance 405 nm. Potency, µM (top dose mostly 114 µM), for inactives: top-dose activity change, negative = inhibition, hits mostly inhibitors. 360,000 tested, 3% active; also: nearly all actives have a fitted effect of over 60% in size
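Kinetic colorimetric format: TGR-catalysed, NADPH-driven DTNB reduction monitored via TNB absorbance. Enzyme dispensed at 20 nM; compound exposure 15 min at room temperature before reaction start.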
HCV inhibitor: qHTS Assay for Inhibitors of Hepatitis C Virus (HCV). Huh7.5.1 HCVcc-Cre infection, luciferase reporter, 44 h. Potency, µM (top dose mostly 41.8 µM), inactives show at the top dose activity change, negative = inhibition, usual class: inhibitors. 340,000 tested, 3.4% active. AID 651820, 2012
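Cells (1,000/well) were plated 4 h before compound, then infected with HCVcc-Cre virus (~0.5 moi). After 44 h further culture, infection was read as luciferase luminescence following a 15 min substrate incubation at room temperature.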
TbPYK inhibitor: qHTS of Trypanosoma Brucei Inhibitors | Potency, µM (doses to about 76.8 µM), inactives show at the top dose activity, negative = inhibition, usual class: inhibitors | pyruvate kinase (Trypanosoma brucei), Q57TT1 | 410,000 tested, 0.12% active | AID 624173, 2012 | TbPYK enzyme, Kinase-Glo Plus ATP luminescence, 45 min; also: nearly all actives have a fitted effect of over 50% in size
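Enzyme and substrate buffer are dispensed first and compound is pin-transferred. ADP at 130 uM final then starts the reaction, which runs 45 min at room temperature. Detection reagent is added for 10 min before luminescence is imaged.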
Active calls of the source: *; ? = inconclusive; nt = no result given; & = joins results of further samples; [ ] = dose if it differs, or a comment. Calls follow the shape of the dose curve; as a rule, active = well fitted curve in the direction sought with a large enough effect; inconclusive = small, poorly fitted or top-dose-only effect, or another doubt; inactive = no such curve, though single readings can be large; an effect the other way counts as inactive or inconclusive. % is scaled to controls: 0 for no effect and ±100 for the full control effect; potency is read from the fitted curve at half-maximal effect.

mol	HCV inhibitor	Sm TGR inh	TbPYK inhibitor	Pf growth 96h	LmPK inhibitor	Pf growth 48h
COCC(C)n1c(COc2ccccc2F)nnc1SCC(=O)c1c(N)n(C)c(=O)n(C)c1=O (stereo not given)	-0.8%	-2.6%	-8.6%	?	-3.9%	10.4µM*
COc1ccc(C(=O)C2CCN(C(=O)c3ccc(OC)cc3)CC2)cc1	7.94µM*	-25.2%	5.7%	?	-1.4%	?
Cc1cnn(-c2cc(N/N=C/c3ccc(F)cc3)ncn2)c1	12.0%	15.8%	5.8%	?	2.0%	5.7%
CC(=O)Nc1nc(C)c(-c2csc(Nc3cccc(C(C)=O)c3)n2)s1	10µM*	-11.7%	3.1%	6.9%	5.0%	nt
COc1ccc(C(=O)NC(C)CCn2cccn2)cc1OC1CCN(C(C)C)CC1 (stereo not given)	nt	-21.8%	0.8%	-22.0%	1.6%	-1.4%
O=C1CC(Sc2ncccc2C(=O)O)C(=O)N1 (stereo not given)	18.6%	-7.3%	0.1%	14.0%	2.8%	23.8%
Cc1ccc(/C=N/NC(=O)Cn2cnc3ccccc32)o1	12.7%	-25.6%	-12.6%	?	-6.3%	1.5%
O=C(O)[C@H](Cc1ccccc1)Nc1ccc([N+](=O)[O-])cn1	3.0%	-8.9%	0.1%	38.0%[activator]	3.7%	19.9%
Cc1ccc(Cn2ccccc2=N)cc1	-1.0%	19.3%	-5.8%	22.6%	-4.8%	-5.5%[0.00184 µM]
O=C(C1CCCCC1)N1CCCC(c2nc3c(nnn3Cc3ccccc3)c(=O)[nH]2)C1 (stereo not given)	nt	3.7%	0.0%	nt	-0.2%	?

Part of the list above in order of formula weight, rising:
mol	HCV inhibitor	Sm TGR inh	TbPYK inhibitor	Pf growth 96h	LmPK inhibitor	Pf growth 48h
Cc1ccc(Cn2ccccc2=N)cc1	-1.0%	19.3%	-5.8%	22.6%	-4.8%	-5.5%[0.00184 µM]
Cc1cnn(-c2cc(N/N=C/c3ccc(F)cc3)ncn2)c1	12.0%	15.8%	5.8%	?	2.0%	5.7%
COc1ccc(C(=O)C2CCN(C(=O)c3ccc(OC)cc3)CC2)cc1	7.94µM*	-25.2%	5.7%	?	-1.4%	?

(continued)
mol	HCV inhibitor	Sm TGR inh	TbPYK inhibitor	Pf growth 96h	LmPK inhibitor	Pf growth 48h
Cc1cc(=O)[nH]c(SCC(=O)NCC2CCCO2)n1 (stereo not given)	4.4%	0.0%	-1.1%	27.9%	3.4%	18.6%
O=C(/C=C/c1cccc(C(F)(F)F)c1)N1CCN(c2ccccn2)CC1	?	-42.3%	2.1%	12.2%	-10.0%	7.5%
Nn1c(SCC(=O)Nc2ccc3c(c2)OCO3)nnc1-c1ccncc1	15.8%	-14.7%	7.9%	13.3%	2.2%	17.1%
COc1ccc2oc(=O)c(C(=O)OCC(=O)c3ccc([N+](=O)[O-])cc3)cc2c1	nt	8.9%	nt	2.1%	5.1%	12.3%
CCOC(=O)c1c(CN2CCC(C)CC2)oc2ccc(OC)cc12	?	5.5%	-1.2%	?	-0.9%	?
COCCC(=O)N1CCC(Oc2ccc(C(=O)NCc3nccn3C)cc2)CC1	9.8%	1.3%	-0.7%	?	-6.5%	2.0%
COc1cc(C2C(S(=O)(=O)c3ccccc3)CON2C)ccc1OCc1ccc(F)cc1 (stereo not given)	3.2%	-0.5%	-0.4%	-4.1%	-0.1%	-12.1%
O=C(CN1CCC(c2nc3ccccc3[nH]2)CC1)Nc1ccc2c(c1)OCO2	0.1%	38.0%[activator]	3.0%	nt	0.2%	-14.8%
COc1ccc(-c2nnn(CCC(=O)O)n2)cc1	-1.1%	8.3%	-0.6%	nt	-1.9%	-21.9%
CC(Oc1ccccc1)C(=O)Nc1nnc(S(=O)(=O)N2CCCCCC2)s1 (stereo not given)	15.9%	-4.0%&-25.2%	-10.5%&-7.5%	3.9%	-7.1%	17.3%
O=C(OCc1cc(-c2ccccc2)no1)c1ccc2ccccc2n1	14.2%	-25.5%	0.9%	0.0%	-0.6%	0.0%
Cc1cc(C)n2nc(C(=O)Nc3ccc4c(c3)OCO4)nc2n1	-8.0%	1.2%	-5.1%	4.8%	-14.3%	52.8%[activator]
CSc1ccc(/C=C(\C(=O)O)c2ccc(S(=O)(=O)N3CCCC3)s2)cc1	8.6%	-7.7%	-1.7%	?	nt	-22.0%
CCOc1ccc2oc(-c3ccccc3)c(C(=O)N3CCN(CCO)CC3)c2c1	-2.2%	2.3%	6.3%	?	-0.4%	?
CC1(C)CC(=O)C=C(NNC(=O)c2cccnc2)C1	1.0%	?	3.3%	-16.8%	8.1%	?
Cc1cccc(-n2c(O)c(C=Nc3cc(O)ccc3C)c3ccccc3c2=O)n1	5.0%	0.6%	2.7%	?	10.4%	?
CCN(CC(=O)Nc1ccc(N2CCOCC2)cc1)C(=O)Cc1ccccc1	17.0%	-17.0%	2.9%	10.0%	nt	-20.6%
Cc1cc(-n2c(C)cc(C(=O)CN3C(=O)NC4(CCCCC4)C3=O)c2C)no1	-28.8%&-12.8%	8.0%	8.5%	19.5%	6.3%	13.1µM*
CC1CN(CCOc2ccc([N+](=O)[O-])cc2)CC(C)O1 (stereo not given)	-10.1%	-15.5%	3.9%	-11.8%	-3.6%	32.2%[activator]
NNC(=O)C(Cc1c[nH]c2ccccc12)NC(=O)c1ccccc1 (stereo not given)	5.2%	3.6%	-8.0%	-18.3%	0.6%	?
COc1cc2c(cc1OC)CN(CC(=O)NC(=O)NCc1ccccc1)CC2	-1.6%	9.5%	-8.9%	?	2.4%	9.28µM*
CCOC(=O)c1nnn2c1nc(N1CCN(C)CC1)c1ccccc12	10.8%	14.5%	-5.0%	?	-0.9%	-26.9%
Cc1c(NC(=O)C(C)OC(=O)C23CC4CC(CC(Br)(C4)C2)C3)c(=O)n(-c2ccccc2)n1C (stereo not given)	10.4%	13.0%	5.8%	-4.8%	5.9%	15.4%
CCNc1nc(OC)nc(N2CCC(Cc3ccccc3)CC2)n1	?	1.0%	3.8%	13.1µM*	3.4%	-13.9%
O=C1CCCN1c1ccc(S(=O)(=O)N2CCCCC2)cc1	8.6%	-1.4%	1.3%	8.4%	-0.8%	?
CCOC(=O)C1CCN(Cc2nnnn2CCc2ccccc2)CC1	10.5%	-23.7%	7.3%	0.0%	6.2%	92.4%[activator]
CCN(CC)c1ccc(NC(=O)Cn2nnc(-c3cccc(OC)c3OC)n2)c(C)c1	?	-4.7%	2.5%	34.7%	0.5%	-6.3%
Cc1cc(C)nc(Nc2nc(=O)c3ccccc3s2)n1	-1.8%	2.0%	4.8%	41.3%	-4.8%	63.5%[activator]
Cc1c(NC(N)=O)c(=O)n(-c2ccccc2)n1C	-9.1%	5.1%[57.1 µM]	4.5%	24.0%	-4.5%	24.8%
COc1ccc(C)cc1-n1nnnc1SCC(=O)Nc1cccnc1Cl	?	-9.9%	-14.6%	14.5%	-3.0%	13.7%

Exported field by field: part of the list above
Cc1cnn(-c2cc(N/N=C/c3ccc(F)cc3)ncn2)c1
  HCV inhibitor = 12.0%	Sm TGR inh = 15.8%	TbPYK inhibitor = 5.8%	Pf growth 96h = ?	LmPK inhibitor = 2.0%	Pf growth 48h = 5.7%
CC(=O)Nc1nc(C)c(-c2csc(Nc3cccc(C(C)=O)c3)n2)s1
  HCV inhibitor = 10µM*	Sm TGR inh = -11.7%	TbPYK inhibitor = 3.1%	Pf growth 96h = 6.9%	LmPK inhibitor = 5.0%	Pf growth 48h = nt

The listing continues.
mol	HCV inhibitor	Sm TGR inh	TbPYK inhibitor	Pf growth 96h	LmPK inhibitor	Pf growth 48h
Cc1c(C(=O)N2CCC3(CC2)OCCO3)sc2ncnc(N3CCc4ccccc4C3)c12	-29.6%	-5.4%	-2.8%	?	-3.0%	-9.8%
CCOC(=O)c1c(C)n(C)c2c(C)cc(O)c(OC(C)=O)c12	-22.7%	-21.5%	1.5%	nt	-7.8%	3.6%
Cc1ccc(-c2sc(-c3ccccc3)nc2CC(=O)Nc2ccccc2F)cc1	-8.9%	5.0%	6.2%	-80.6%	0.1%	?
N#Cc1cccc(NC(=O)CN2CCN(Cc3ccccc3)CC2)c1	-6.0%	8.1%	2.3%	5.7%	1.4%	-9.3%
COc1cc2nc(SCC(=O)NCc3ccco3)n(Cc3ccc(Cl)cc3)c(=O)c2cc1OC	-5.4%	-8.0%	0.1%	0.0%	4.7%	?
CCCCNc1c(-c2cccc(-c3cc(C(C)=O)cs3)c2)nc2ccc(C)cn12	?	-1.2%	-0.4%	?	nt	?
CC(C)(C(=O)N[C@H](CO)c1ccccc1)C(=O)N[C@H](CO)c1ccccc1	10.0%	3.5%	-4.1%	?	5.9%	27.7%
O=C1CC[C@H](O)CCN1[C@H](CSc1ccccc1)Cc1ccccc1	?	4.2%	1.6%	?	4.8%	?
COc1ccc(-c2nc(N)n(C(C)=O)n2)cc1	-3.6%	60.3%[activator]	2.6%	nt	-12.4%	41.1%[activator]
CC(C)c1ccc(/C=C2\SC(N3CCOCC3)=NC2=O)cc1	?	3.2%	-3.6%	?	-7.0%	?
O=C(CSc1nnc(NC(=O)C2CC(=O)N(c3ccccc3)C2)s1)NC1CCCC1 (stereo not given)	nt	-20.9%	-7.1%	0.0%	-13.7%	3.5%
Cc1ccc(C)c(NC(=O)c2ccccc2C(=O)c2ccccc2)c1	nt	-3.7%	nt	0.0%	0.2%	?
Cc1cc(Cl)ccc1NC(=O)CN1C(=O)C(=O)N(C2CCCC2)C1=O	1.1%	-13.7%	0.0%	-0.5%	nt	?
CCC(=O)NC(=S)NNC(=O)c1ccccc1[N+](=O)[O-]	13.4%	?	-10.1%	126.9%[activator]	2.3%	-3.4%
Cc1nnc(NC(=O)CSc2ccc(-c3ccccn3)nn2)s1	nt	6.5%	nt	6.9%	-3.1%	3.8%
Cc1ccc(OCC(=O)NC(=S)Nc2ccc3c4c(cccc24)CC3)cc1	-2.4%	0.0%	1.2%	-4.0%	1.5%	-13.7%
O=C1OCCC1NC1=NCCC1 (stereo not given)	5.8%	-1.7%	2.4%	26.6%	1.5%	17.3%
COc1ccc(/C=N/c2oc(C)c(C)c2C#N)c(OC)c1	0.7%	50.1µM*	-8.1%	11.7µM*	-2.3%	-8.8%
COc1ccc(/C(O)=C2/C(=O)C(=O)N(CCN3CCNCC3)C2c2cccc([N+](=O)[O-])c2)cc1 (stereo not given)	22.4%	0.0%	3.4%	?	-1.9%	-2.6%
CC1CN(S(=O)(=O)c2cccc(C(=O)NCCC3=CCCCC3)c2)CC(C)O1 (stereo not given)	?	0.2%	3.3%	?	nt	?
